Screening results from PubChem BioAssay.
Tb PFK block – blocks T. brucei phosphofructokinase | O15648 | T. brucei PFK, ADP-Glo luminescence | Potency, µM (series often up to 57.5 µM), without a hit: top-dose activity, negative = inhibition, hits mostly inhibitors | hit rate 0.17% among 330,000 | AID 485367;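 also: potency is read from the fitted curve at half-maximal effect; 0% = uninhibited 1x PFK enzyme wells and -100% = no-enzyme wells; nearly all actives have a fitted effect of over 60% in size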
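Activity is normalized to no-enzyme wells (full inhibition) and 1.25 nM enzyme wells (no inhibition). Reaction: 0.5 mM F6P, 0.1 mM ATP, 45 min RT, ADP-Glo luminescence; concentration-response curves fitted and classed by quality.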
FBPA coupling cs – coupling enzyme interference in Giardia aldolase counter-screen | coupling enzyme system counterscreen, AmpLite Red fluorescence | hit rate 0.67% among 290,000 | activity change, negative = inhibition, % at 58.2 µM, hits read low; in the data active = activity change below about -30%; also: % is scaled to controls: 0 for no effect and ±100 for the full control effect
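Counterscreen of the coupled detection system alone, without aldolase: glyceraldehyde-3-phosphate coupling enzymes plus AmpLite Red readout. Compounds at 57.5 uM final, 10 min RT preincubation, 20 min RT reaction, fluorescence 525/598 nm.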
ELG1 genotox – inducers of genotoxicity in HEK293T ELG1-luciferase cells | hit rate 1.3% among 330,000 | HEK293T ELG1-luciferase reporter, luminescence, 16 h | Potency, µM (series often up to 46 µM), for inactives: top-dose activity change, positive = activation, most hits filed as activators | AID 504466; also: potency is read from the fitted curve at half-maximal effect; % of control where 0% means no effect; nearly all actives have a fitted effect of over 60% in size
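Quantitative HTS format in 1536-well plates. HEK293T ELG1-luciferase reporter cells receive test compound and are incubated 16 hr at 37 °C, 5% CO2; ONE-Glo added, 30 min room temperature, then luminescence read.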
RORgamma inh – inhibitors of mouse ROR gamma transcriptional activity; AID 2551; P51450; Drosophila S2 Gal4-RORgamma UAS-luciferase reporter, 20 h; hit rate 5.4% among 310,000; Potency, µM (doses to about 53.6 µM), inactives show at the top dose activity change, negative = inhibition, hits mostly inhibitors; also: potency is read from the fitted curve at half-maximal effect; % is scaled to controls: 0 for no effect and ±100 for the full control effect; nearly all actives have a fitted effect of over 60% in size
Target sequence (P51450 whole entry, looked up, the tested form may be a part): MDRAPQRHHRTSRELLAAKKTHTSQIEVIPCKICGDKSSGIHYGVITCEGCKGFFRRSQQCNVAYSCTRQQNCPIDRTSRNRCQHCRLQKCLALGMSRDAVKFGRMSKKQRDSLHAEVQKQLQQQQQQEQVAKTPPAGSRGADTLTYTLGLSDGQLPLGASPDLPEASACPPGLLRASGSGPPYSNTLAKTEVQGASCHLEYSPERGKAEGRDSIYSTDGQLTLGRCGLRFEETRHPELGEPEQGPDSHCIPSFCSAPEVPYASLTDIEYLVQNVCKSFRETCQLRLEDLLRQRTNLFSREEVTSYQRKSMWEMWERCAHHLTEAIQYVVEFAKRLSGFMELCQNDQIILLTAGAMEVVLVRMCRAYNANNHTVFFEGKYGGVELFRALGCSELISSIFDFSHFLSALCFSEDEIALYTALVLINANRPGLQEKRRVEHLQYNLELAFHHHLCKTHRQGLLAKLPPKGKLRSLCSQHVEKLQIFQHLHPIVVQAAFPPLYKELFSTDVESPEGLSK
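Using a luciferase readout, inhibitors were identified by reduced reporter activity in Drosophila cells coexpressing a copper-inducible Gal4–ROR gamma fusion and UAS-driven Photinus luciferase, incubated 20 hr after 700 uM copper sulfate.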
KCNH2 3.1 block – inhibitors of human KCNH2 3.1 potassium channel isoform; U2OS KCNH2 3.1, thallium flux FluxOr; hits give low values; AID 720553; activity change, % (tested at about 1.8 µM); hit rate 0.95% among 340,000;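 active = maximum activity change below -70%; inconclusive = maximum activity change from -70% to -50%; inactive = maximum activity change above -50%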;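 also: thallium influx rate constant from kinetic fluorescence after stimulation buffer; % is scaled to controls: 0 for no effect and ±100 for the full control effect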
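U2OS cells transduced with KCNH2 3.1 mutant virus (1.77 x 10^8 /mL, 4 h), plated overnight at 37 C, loaded 45 min with FluxOr dye plus Red40 quencher. Thallium flux rate constant from kinetic reads after stimulation buffer, normalised to controls.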
Rab9 prom act – Rab9 promoter activation. Huh7 Rab9 promoter-luciferase reporter, luminescence, 24 h. Potency, µM (doses to about 9.22 µM), inactives show at the highest dose activation, negative = inhibition, actives largely listed as activators. hit rate 2.8% among 320,000. AID 485297; also: potency is read from the fitted curve at half-maximal effect; % of control where 0% means no effect; nearly all actives have a fitted effect of over 60% in size
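Quantitative HTS format; Huh7 Rab9-luciferase reporter cells (1500/well) receive compound 2 h post-plating, incubate 24 h at 37 °C, then get luciferase reagent for 10 min before luminescence reading.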
uPA surface inh – inhibitors of cell surface uPA generation; hit rate 0.31% among 330,000; Potency, µM (doses to about 38.3 µM), for the others: at the top dose activity change, negative = inhibition, usual class: inhibitors; cell surface uPA generation assay, qHTS; active = well fitted inhibition curve with a large enough effect; inconclusive = small, poorly fitted or top-dose-only effect; inactive = no such curve, though single readings can be large or run the other way; tested in mouse RAW 264.7 cells; also: potency is read from the fitted curve at half-maximal effect; % is scaled to controls: 0 for no effect and ±100 for the full control effect; nearly all actives have a fitted effect of over 55% in size
FLuc counter – counter-screen for miR-21 project: firefly luciferase inhibitors or activators. purified FLuc, Km substrates, luminescence inhibition. Potency, µM (top dose mostly 57.5 µM), for the others: at the top dose activity change, negative = inhibition, most hits filed as inhibitors. AID 588342. hit rate 6.9% among 360,000;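 also: potency is read from the fitted curve at half-maximal effect; plate controls were vehicle for no effect and reference inhibitor for full effect; nearly all actives have a fitted effect of over 55% in size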
Target sequence (P08659 whole entry, looked up): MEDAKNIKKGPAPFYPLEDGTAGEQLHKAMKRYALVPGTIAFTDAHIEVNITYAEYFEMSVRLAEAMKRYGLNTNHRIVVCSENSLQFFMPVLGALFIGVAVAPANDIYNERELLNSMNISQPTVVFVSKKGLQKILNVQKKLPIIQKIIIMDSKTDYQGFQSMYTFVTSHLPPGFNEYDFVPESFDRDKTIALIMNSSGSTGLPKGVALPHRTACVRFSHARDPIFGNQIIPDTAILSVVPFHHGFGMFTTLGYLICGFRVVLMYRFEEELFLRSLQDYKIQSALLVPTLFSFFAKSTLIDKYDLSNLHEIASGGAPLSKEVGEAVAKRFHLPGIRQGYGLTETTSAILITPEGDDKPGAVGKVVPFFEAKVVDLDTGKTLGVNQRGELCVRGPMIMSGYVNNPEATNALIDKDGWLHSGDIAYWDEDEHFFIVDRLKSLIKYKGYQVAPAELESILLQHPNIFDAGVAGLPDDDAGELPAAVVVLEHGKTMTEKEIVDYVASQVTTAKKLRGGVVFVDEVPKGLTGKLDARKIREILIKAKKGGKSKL
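Biochemical qHTS of compounds, final roughly 60 µM downward over six points, against 10 nM purified firefly luciferase using Km concentrations of substrates (10 uM D-luciferin, 10 uM ATP) in Tris acetate pH 7.5 buffer; luminescence output.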
NPC1 prom act – activates the NPC1 promoter; Huh7 NPC1 promoter luciferase reporter, 24 h; Potency, µM (highest dose often 9.22 µM), for the others: top-dose activation, usual class: activators; hit rate 2.4% among 320,000; AID 485313;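 also: potency is read from the fitted curve at half-maximal effect; % of control where 0% means no effect; nearly all actives have a fitted effect of over 60% in size; reporter is driven by a mutant NPC1 promoter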
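Huh7 reporter cells (NPC1 promoter driving luciferase) are dosed with compound for 24 h at 37 °C, 5% CO2; luciferase detection reagent is then added and luminescence measured after 10 min at ambient temperature.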
Gal4-VP16 FLuc – inhibits Gal4-VP16 luciferase reporter, ROR gamma counter-screen; Drosophila S2 Gal4-VP16 UAS-luciferase, luminescence, 20 h; Potency, µM (doses to about 53.6 µM), without a hit: top-dose activity, negative = inhibition, actives largely listed as inhibitors; hit rate 3.5% among 310,000; AID 2546;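 also: Gal4-VP16 expression switched on by copper sulfate through the metallothionein promoter; potency is read from the fitted curve at half-maximal effect; % is scaled to controls: 0 for no effect and ±100 for the full control effect; nearly all actives have a fitted effect of over 50% in size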
Giardia kill – Giardia lamblia killing; Giardia lamblia trophozoite viability; activity change, % at 7.66 µM, hits read low; hit rate 0.15% among 340,000; AID 540267; in the data active = activity change below about -80%; inconclusive = between about -30% and that limit;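 also: parasites exposed to compound for two days anaerobically before the ATP read; % is scaled to controls: 0 for no effect and ±100 for the full control effect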
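Each well holds 100 Giardia trophozoites and compound. After two days (48 hrs) at 37 deg C in anaerobic conditions, ATP is quantified by luminescence.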
An asterisk follows results filed as active; ? = inconclusive; nt = not tested or not shown; & = joins results of further samples; [ ] = dose if it differs, or a comment. Unless noted, calls follow the shape of the dose curve; as a rule, active = well fitted curve in the direction sought with a large enough effect; inconclusive = small, poorly fitted or top-dose-only effect, or another doubt; inactive = no such curve, though single readings can be large; an effect the other way counts as inactive or inconclusive. This is a subset; count on the stated rates, not on these rows.

SMILES | Tb PFK block | FBPA coupling cs | ELG1 genotox | RORgamma inh | KCNH2 3.1 block | Rab9 prom act | uPA surface inh | FLuc counter | NPC1 prom act | Gal4-VP16 FLuc | Giardia kill
Cc1cc(O)c2c(c1)C(=O)c1cccc(O)c1C2=O | -4% | 1&-3&-8 | 5% | 5%&-9%&-43%&-3% | nt | 3% | nt | -1% | -3% | -5%&17%&-9%&6% | nt
Cc1nc2c([nH]1)c(=O)n(C)c(=O)n2Cc1ccco1 | nt | nt | nt | -9% | nt | -8%[46.1 µM] | nt | nt | 0%[46.1 µM] | 7% | -22
COc1ccccc1OC(=O)Oc1ccccc1OC | nt | nt | nt | 2%[10 µM] | 27 | nt | -12% | nt | nt | -1% | -11
C/C=C(/C)C(=O)O[C@@H]1c2cc3c(c4c2[C@@]2(CO4)C(=O)C(OC)=C(OC)C=C2C[C@@H](C)[C@H]1C)OCO3 | 6% | 4 | 0% | -16% | -7 | -2% | 7% | 1% | -3% | 9% | 13
CC(C)(C(=O)c1cccnc1)c1cccnc1 | nt | 0 | nt | -21%[2.98 µM] | 17 | nt | -7% | nt | nt | -8%[17 µM] | 11
O=c1c(O[C@@H]2O[C@H](CO)C(O)C2O)c(-c2ccc(O)c(O)c2)oc2cc(O)cc(O)c12 (stereo not given in full) | ? | nt | 4% | nt | 2 | nt | 15% | nt | nt | nt | -10
CN1CCN(CCCN2c3ccccc3Sc3ccc(S(=O)(=O)N(C)C)cc32)CC1 | -1% | 2 | 1% | 3%[2.98 µM] | -41 | 1% | 15% | 0% | -5% | -5%[17 µM] | -6
COc1cc2c(c(OC)c1OC)-c1c(cc(OC)c(OC)c1OC)C[C@H](C)[C@H](C)C2 | 9% | 2 | 0% | 1% | -174* | -2% | -14% | 1% | -6% | -12% | 4
CC(=O)O[C@@]12CO[C@@H]1C[C@H](O)[C@@]1(C)C(=O)[C@H](O)C3=C(C)[C@@H](OC(=O)[C@H](O)[C@@H](NC(=O)OC(C)(C)C)c4ccccc4)C[C@](O)([C@@H](OC(=O)c4ccccc4)[C@H]21)C3(C)C | 0% | 3 | nt | ? | nt | -21% | nt | -4% | -31%[inhibitor] | -1% | nt
O=C(c1ccccc1)c1ccc2n1CCC2C(=O)O (stereo not given) | 0% | 8&3 | 0% | -6%&26% | 32 | ? | 6% | -1% | ? | -7%&10% | 16
CCOC(=O)Nc1ccc(NCc2ccc(F)cc2)nc1N | -4% | nt | -6% | -15% | 5 | -3%[46.1 µM] | 1% | -10% | 4%[46.1 µM] | -6% | 4
COc1cc(NC(=O)c2cc(C3CC3)on2)c(OC)cc1Cl | -7% | -1 | -2% | 0% | -25 | -8% | 6% | -1% | -1% | -1% | 11
O=C1c2c(O)cccc2C(C2OC(CO)[C@@H](O)[C@H](O)[C@H]2O)c2cc(CO)cc(O)c21 (stereo not given in full) | 20% | nt | 0% | nt | -1 | -7% | -7% | 2% | -2% | nt | -6
CCCc1cc(C(N)=S)ccn1 | -8% | 1&3 | 0% | 1%&-10% | -2 | 0% | -1% | 2% | 2% | 4%&13% | 10
CCOC(=O)Nc1ccc2c(c1)N(C(=O)CCN1CCOCC1)c1ccccc1S2 | -1%&0%&1% | 1&3&0&0 | 9%&2% | ? | 1&-13 | -4%&-3%&0% | -9%&-12% | 0%&0%&2% | -1%&1%&0% | 6% | -15&8
O=C1c2ccccc2C(=O)c2c(O)c(O)cc(O)c21 | -10% | -12&-10 | -2% | -38%&-33% | 9 | nt | -14% | nt | nt | -19%&-14% | -14
CCC(Cc1c(I)cc(I)c(N)c1I)C(=O)O (stereo not given) | 0% | 5 | -3% | 21% | 27 | 1% | 11% | 4% | -2% | -3% | 4
C[C@@H]1C[C@H]2[C@@H]3C[C@H](F)C4=CC(=O)C(Cl)=C[C@]4(C)[C@@]3(F)[C@@H](O)C[C@]2(C)[C@@]1(O)C(=O)CO | 11% | 0 | nt | 37% | nt | 0% | nt | 1% | -3% | 0% | nt
O=C1CCc2cc(OCCCCc3nnnn3C3CCCCC3)ccc2N1 | 7%&-3%&1% | 5&1&2&-1&0 | 10% | ? | -15 | -10%[46.1 µM] | -9% | 2%&-9%&-1% | 0%[46.1 µM] | ? | 4
CCCCOC(=O)c1ccc(N)cc1 | -1% | 1&-1&-1 | ? | ? | 0 | 15% | 26% | ? | 21% | ? | 12
COc1ccc(S(=O)(=O)Nc2nnc(CC(C)C)s2)cc1 | 1% | 0 | 12% | 35%&21%&14% | -7 | 4% | nt | 8% | -1% | -3%&-9%&-6% | -5
Cc1ccsc1/C=C/C1=NCCCN1C | 0%&1% | 1&-2 | 3%&0% | 0%&15% | -5&-4&4 | 0% | -23%&7%&-5% | 2% | -4% | 0%&0% | 4&-3&-10
CCCN(CCC)C(=O)C(CCC(=O)O)NC(=O)c1ccccc1 (stereo not given) | 0%&-1% | 1&0 | -1%&-1% | 24%&-5% | 5 | -18%[46.1 µM] | 8% | 3%&0% | -10%[46.1 µM] | -4%&-2% | -28
CN(CCOc1ccc(NS(C)(=O)=O)cc1)CCc1ccc(NS(C)(=O)=O)cc1 | 0% | 3 | nt | 3%[10 µM] | nt | -3% | nt | -2% | 1% | 1%&-9% | nt
CCN(CC)S(=O)(=O)c1ccc(C(=O)O)cc1 | 0% | nt | 6% | 30%&-3% | 9 | -5% | -1% | 5% | -2% | -1%&3% | 28
(list continues)
SMILES | Tb PFK block | FBPA coupling cs | ELG1 genotox | RORgamma inh | KCNH2 3.1 block | Rab9 prom act | uPA surface inh | FLuc counter | NPC1 prom act | Gal4-VP16 FLuc | Giardia kill
CN1CCC(=C2c3ccccc3CC(=O)c3sccc32)CC1 | -6%&0%&2% | -2&3&1&-3&-2 | -1%&16% | 0% | -7&0&-7 | -11%[46.1 µM] | ? | -1%&-1%&2% | -1%[46.1 µM] | 1% | -15&-7&-20
Nc1ncnc(Nc2ccccc2)n1 | -1% | nt | 2% | 17% | 13 | -2% | -11% | -13% | 3% | 5% | 19
CCOc1ccc(NC(=S)N2CCC(C(O)(c3ccccc3)c3ccccc3)CC2)cc1 | -1% | 9 | -2% | 13µM* | -25 | 1% | -3% | 8% | 1% | ? | -2
C#C[C@]1(O)CC[C@H]2[C@@H]3CCC4=CC(=O)CC[C@@H]4[C@H]3CC[C@@]21CC | -6%&1%&-2% | 5&3&2 | ? | -26%&3%&-10% | -5&-27 | 0%&-2%&1% | -11%&9% | 4%&-4%&-3% | -5%&-9%&-4% | -7%&-7%&1% | 12&7
CC1CCc2c(N3CCC(O)CC3)c(F)cc3c(=O)c(C(=O)O)cn1c23 (stereo not given) | -11% | nt | -1% | -8%[10 µM] | 4 | -4% | 13% | 0% | -3% | -3% | -3
OCC(O)CN1CCN(c2ccccc2)CC1 (stereo not given) | 0% | 5&2 | 1% | -13%&-24% | 3 | -2% | 10% | -1% | -1% | -11%&4% | -2
COc1ccc(Sc2ccc(NC(=O)c3ccccc3Cl)cc2C#N)cc1 | -2% | 1 | -3% | ? | -28 | -1% | -12% | 0% | 3% | 3% | -9
Nc1cc(=O)[nH]c(N)n1 | -10% | 4 | -12% | 21% | -5 | 10%[46.1 µM] | 6% | -2% | 1%[46.1 µM] | 7% | 3
CC(=O)N(CC(O)CO)c1c(I)c(C(=O)NCC(O)CO)c(I)c(C(=O)NCC(O)CO)c1I (stereo not given) | -7% | nt | -2% | -3%[10 µM] | 7 | -1% | 0% | -2% | -1% | 2% | -21
COc1cc(C(=O)NCCCCCC(=O)O)cc(OC)c1OC | -1% | 6 | 0% | 5%&29% | 3 | -4% | 9% | 1% | -1% | 6%&3% | -2
CN(C)CCOC(=O)C(c1ccccc1)C1(O)CCCC1 (stereo not given) | -1% | -2&-3 | -1% | -1%&28% | -1 | -5% | 21% | 2% | 1% | -3%&6% | -11
CCN(CC)CCOC(=O)C(c1ccccc1)c1ccccc1 | -11% | 2&5&0 | 4% | 21% | -20 | -2% | 21% | 2% | -4% | 5% | 0
CC1(C)Oc2ccc(C#N)cc2[C@@H](N2CCCC2=O)[C@@H]1O | 1% | 13 | -1% | 2% | 2 | 2% | 5% | 12% | 0% | -5% | 5
COc1c(O)cc2c(c1O)[C@@H]1O[C@H](CO)[C@@H](O)[C@H](O)[C@H]1OC2=O | -5% | -1 | 1% | -13% | 5 | -2%[1.84 µM] | 4% | -1% | -6% | -11% | -18
O=C(O)CCCCCCCC(=O)O | -9% | -2&5 | -2% | -5% | -12 | 13%[46.1 µM] | 16% | 4% | 1%[46.1 µM] | -9%&3%&-7% | 11
